Yfh1-off respiration: mitochondrial function rescue without frataxin homolog – Friedreich's ataxia, plus single-dose screen, dose response (AID 1465); S. cerevisiae Yfh1-off respiration, WST-1 reduction, 72 h; higher fold induction means a stronger effect; fold induction at 50 µM, or EC50 in µM where a hit was titrated; hit rate 0.074% among 220,000;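 active = fold induction of absorbance versus untreated yeast above a set limit, then at least 30% activation at any dose in follow-up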;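 also: activators that raise dye reduction in frataxin-depleted yeast; strong numbers were not always called active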
Dynein transport: dynein cargo transport inhibition. z-score, hits read low. 3617.4 mouse cells, GR-EGFP nuclear translocation imaging; test concentration mostly 20 µM; stimulated with dexamethasone, 1 µM; stronger effect = lower value. hit rate 0.47% among 220,000;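 active = plate z-score of nuclear minus cytoplasmic receptor signal below a set negative limit, without overly bright fluorescence or cell loss, cut at about -3.5 in these data, passing the limit was not always enough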;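 also: z-score of nuclear minus cytoplasmic ring GR-EGFP intensity difference per well; some compounds called inactive have numbers as strong as hits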
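medium = tetracycline-free induction medium containing charcoal-stripped FBS | probe or stimulus = dexamethasone, 1.0 µM final | timing = 48 h induction, then 1 h compound, then 30 min agonist, 37 °C | detection = automated 10x imaging of fixed Hoechst-stained cells | read-out basis = nuclear versus cytoplasmic GR-EGFP signal, averaged per well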
Autophagy mod: modulators of autophagy; MEF GFP-LC3 puncta imaging; test concentration mostly 10 µM; hit rate 0.98% among 190,000; calls only at 10 µM (by protocol);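 active = percentage of spot-positive cells more than 3 SD above its plate mean, without a fluorescence outlier flag or 80% toxicity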;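 also: spot-positive cell cutoff set from DMSO-treated cells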
NOD2 inhibition: inhibition of NOD2-driven NF-kB reporter – cell-based, luminescence, uHTS, HEK293 (AID 1566); hit rate 0.63% among 290,000; one-dose inhibition, % at 4 µM; EC50 in µM for titrated hits; HEK293 NOD2/NF-kB luciferase reporter, luminescence; higher % means a stronger effect; in the data active = inhibition above about 50%; also: many of its hits are not listed in these tables
Ins promoter up: MIN6 insulin promoter up-regulation | AID 1625 | z-score at 5 µM | MIN6 insulin promoter-GFP reporter, high-content imaging; stronger effect = higher value | hit rate 0.3% among 190,000;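 active = z-score above 3 at 5 µM with at least 500 cells counted in the well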
MT stabilize HCS: microtubule stabilizers in HeLa cells | HeLa tubulin immunostaining HCS, 24 h; share of cells brighter than vehicle mean+2SD | hit rate 0.83% among 200,000 | AID 2205 | % tubulin-high responders, % at 10 µM;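 active = plate Z-score above 3 for both tubulin-high and condensed-nucleus cell shares, with cell loss under 80%, at 10 µM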;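 also: anti alpha tubulin signal scored within the nucleus-defined area of each cell; some results filed as inactive read as strong as hits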
Hep lipid drop: modulators of hepatic lipid droplet formation. AML12 mouse hepatocytes, oleate lipid droplets, BODIPY imaging. inhibition, % at 6.5 µM. hit rate 0.4% among 240,000. AID 1656;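 active = lipid droplet intensity inhibited by at least 50%, with more than 500 cells counted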
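Test system: AML12 mouse liver cells; schedule: overnight exposure; technique: high-content imaging of BODIPY-stained droplets and DAPI nuclei; read-out: % inhibition of corrected integrated BODIPY droplet signal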
b-catenin transl: beta-catenin nuclear translocation modulation; nuclear translocation activity, % at 5 µM; AID 1665; hit rate 0.3% among 190,000; HeLa beta-catenin nuclear translocation, immunofluorescence imaging;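 active = nuclear translocation activity above 50% at 5 µM, with a well cell count of 50 or more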;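 also: per-cell ratio of nuclear to cytoplasmic median beta-catenin stain intensity; plate controls were DMSO negative control for no effect and GSK-3 inhibitor IX positive control for full effect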
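Signal – beta-catenin immunofluorescence imaging with DAPI · Test system – human HeLa cell line · Dosing – 5 µM primary single dose, 0.1% DMSO, 0.02–20 µM confirmation series · Measure – % activation, nuclear-to-cytoplasmic median beta-catenin signal ratio per cell · Incubation – 24 h compound exposure at 37°C, 5% CO2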
WT yeast gro inh: growth inhibition of WT yeast, mitochondrial fusion screen; mitochondrial fusion phenotypic screen, WT strain; inhibition, % at 10 µM; hit rate 2.1% among 190,000; AID 1362; in the data active = inhibition above about 58%; tested in S. cerevisiae
WT yeast gro inh mutant strain: second read-out of WT yeast gro inh, no call of its own (marks repeat the call); inhibition, %; mitochondrial fusion phenotypic screen, mutant strain inhibition
Dynein transport cytoplasmic EGFP: also measured in Dynein transport; calls as there; z-score; measured here: cytoplasmic GR-EGFP intensity; stronger effect = higher value
Dynein transport nuclear GR-EGFP: second read-out of Dynein transport, no call of its own (marks repeat the call); z-score; measured here: nuclear GR-EGFP intensity;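 lower value marks the stronger effect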
Dynein transport cell count: recorded beside Dynein transport, whose call it bears; z-score; measured here: cell count per field
Ins promoter up cell count: also measured in Ins promoter up; calls as there; cell count; measured here: cytotoxicity, nuclei count;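 total cells summed across four imaged fields per well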
Hep lipid drop cells 6.5 µM: further read-out of Hep lipid drop, marked with its call; cell count; measured here: cell count, cytotoxicity flag;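 cells counted across two imaged fields per well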
b-catenin transl cell count 5 µM: recorded beside b-catenin transl, whose call it bears; cell count; measured here: cell count, cytotoxicity flag
MT stabilize HCS Hoechst-high %: recorded beside MT stabilize HCS, whose call it bears; % Hoechst-high responders; measured here: nuclear condensation Hoechst responders;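 share of cells brighter than vehicle mean plus two SD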
MT stabilize HCS cytotoxicity %: second read-out of MT stabilize HCS, no call of its own (marks repeat the call); toxicity, %; measured here: cytotoxicity by cell density;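 0% = mean cell density of plate MIN control wells and 100% = no cells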
Autophagy mod cell loss 18 h: recorded beside Autophagy mod, whose call it bears; toxicity, %; measured here: cell loss, nuclei count;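 cell loss after 18 h compound exposure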
* hit, by the source's call. Some of the compounds tested; count on the stated rates, not on these rows.

N#CC1=C(N)SC(N)=C(C#N)C1c1ccnc2ccccc12 was read as Yfh1-off respiration inactive, Dynein transport -0.54, Autophagy mod inactive, NOD2 inhibition 14%, Ins promoter up 0.19, MT stabilize HCS 5.8, b-catenin transl -3.6, WT yeast gro inh 7, WT yeast gro inh mutant strain 30, Dynein transport cytoplasmic EGFP 0.019, Dynein transport nuclear GR-EGFP 0.15, Dynein transport cell count -0.52, Ins promoter up cell count 1614, b-catenin transl cell count 5 µM 856, MT stabilize HCS Hoechst-high % 1.8, MT stabilize HCS cytotoxicity % 15 and Autophagy mod cell loss 18 h 14.
Screening CCOC(=O)c1c(C)nc2c(c1-c1ccc(Cl)cc1)C(=O)CC(C)(C)C2 returned Yfh1-off respiration inactive, Dynein transport -0.094, Autophagy mod inactive, NOD2 inhibition 11%, Ins promoter up -0.17, MT stabilize HCS 2.2, Hep lipid drop 2, b-catenin transl -1.9, WT yeast gro inh -6, WT yeast gro inh mutant strain -1, Dynein transport cytoplasmic EGFP -0.28, Dynein transport nuclear GR-EGFP 0.092, Dynein transport cell count 0.21, Ins promoter up cell count 1446, Hep lipid drop cells 6.5 µM 695, b-catenin transl cell count 5 µM 1160, MT stabilize HCS Hoechst-high % 1.1, MT stabilize HCS cytotoxicity % 4.6 and Autophagy mod cell loss 18 h -4.
Screening O=C(CCC(=O)N1CCN(c2ccccc2)CC1)Nc1nnc(C2CCCCC2)s1 returned Yfh1-off respiration inactive, Dynein transport -0.7, NOD2 inhibition -9%, Ins promoter up 0.62, Hep lipid drop 11, b-catenin transl -1.0, Dynein transport cytoplasmic EGFP -0.19, Dynein transport nuclear GR-EGFP 0.24, Dynein transport cell count 0.52, Ins promoter up cell count 1177, Hep lipid drop cells 6.5 µM 731 and b-catenin transl cell count 5 µM 1318.
NC(=S)c1cc2cc(Cl)ccc2oc1=O was read as Dynein transport -0.98, NOD2 inhibition -1%, Hep lipid drop 5, b-catenin transl 0.3, Dynein transport cytoplasmic EGFP -0.28, Dynein transport nuclear GR-EGFP 0.055, Dynein transport cell count -0.015, Hep lipid drop cells 6.5 µM 688 and b-catenin transl cell count 5 µM 1369.
`O=S(=O)(c1ccccc1)c1nc(Nc2cccc(O)c2)sc1Cl` gave Yfh1-off respiration inactive, Dynein transport -0.61, Autophagy mod inactive, NOD2 inhibition 16%, Ins promoter up 0.39, MT stabilize HCS 4.2, Hep lipid drop -24, b-catenin transl -4.5, WT yeast gro inh -3, WT yeast gro inh mutant strain -10, Dynein transport cytoplasmic EGFP -0.22, Dynein transport nuclear GR-EGFP -0.69, Dynein transport cell count 0.78, Ins promoter up cell count 1254, Hep lipid drop cells 6.5 µM 614, b-catenin transl cell count 5 µM 562, MT stabilize HCS Hoechst-high % 1.7, MT stabilize HCS cytotoxicity % 6.8 and Autophagy mod cell loss 18 h 8.
`COc1cc(CCC(=O)Nc2nnc(-c3cccnc3)s2)cc(OC)c1OC` gave Yfh1-off respiration inactive, Dynein transport 0.16, Autophagy mod inactive, NOD2 inhibition 6%, Ins promoter up -0.06, MT stabilize HCS 2.8, Hep lipid drop -11, b-catenin transl 0.1, WT yeast gro inh -7, WT yeast gro inh mutant strain -14, Dynein transport cytoplasmic EGFP -0.2, Dynein transport nuclear GR-EGFP 0.26, Dynein transport cell count -0.55, Ins promoter up cell count 1234, Hep lipid drop cells 6.5 µM 706, b-catenin transl cell count 5 µM 1092, MT stabilize HCS Hoechst-high % 3.0, MT stabilize HCS cytotoxicity % 6.4 and Autophagy mod cell loss 18 h -1.
Cc1ccc(C(c2nnnn2C2CCCCC2)N2CCN3CCCC3C2)cc1 (stereo not drawn) was read as Yfh1-off respiration inactive, Dynein transport 1.1, Autophagy mod inactive, NOD2 inhibition 26%, Ins promoter up -0.4, MT stabilize HCS 2.9, b-catenin transl -1.7, WT yeast gro inh -13, WT yeast gro inh mutant strain -5, Dynein transport cytoplasmic EGFP -0.24, Dynein transport nuclear GR-EGFP -0.53, Dynein transport cell count -0.16, Ins promoter up cell count 1538, b-catenin transl cell count 5 µM 1377, MT stabilize HCS Hoechst-high % 1.7, MT stabilize HCS cytotoxicity % 3.4 and Autophagy mod cell loss 18 h 3.
For CC1(C)C(=O)Nc2ccccc2N1C(=O)CSc1nnc2c(Cl)cc(Cl)cn12 the results were Yfh1-off respiration inactive, Dynein transport 0.27, Autophagy mod inactive, NOD2 inhibition -5%, Ins promoter up 0.66, MT stabilize HCS 1.1, Hep lipid drop -17, b-catenin transl -1.3, WT yeast gro inh -13, WT yeast gro inh mutant strain -4, Dynein transport cytoplasmic EGFP -0.27, Dynein transport nuclear GR-EGFP -0.1, Dynein transport cell count -0.41, Ins promoter up cell count 1310, Hep lipid drop cells 6.5 µM 633, b-catenin transl cell count 5 µM 1006, MT stabilize HCS Hoechst-high % 2.7, MT stabilize HCS cytotoxicity % 11 and Autophagy mod cell loss 18 h 3.
Screening C/C(=N\O)C(C)(C)Nc1cccc(Br)c1 returned Yfh1-off respiration inactive, Dynein transport 0.084, NOD2 inhibition -9%, Ins promoter up -0.18, Hep lipid drop -11, b-catenin transl 0.2, Dynein transport cytoplasmic EGFP -0.21, Dynein transport nuclear GR-EGFP 0.45, Dynein transport cell count -0.06, Ins promoter up cell count 1077, Hep lipid drop cells 6.5 µM 742 and b-catenin transl cell count 5 µM 1385.
Screening CCNc1nc(NCC)nc(C(=O)OCCO)n1 returned Yfh1-off respiration inactive, Dynein transport 0.022, Autophagy mod inactive, NOD2 inhibition 0%, Ins promoter up 1.9, MT stabilize HCS 3.8, WT yeast gro inh -14, WT yeast gro inh mutant strain -13, Dynein transport cytoplasmic EGFP -0.17, Dynein transport nuclear GR-EGFP 0.31, Dynein transport cell count -0.22, Ins promoter up cell count 866, MT stabilize HCS Hoechst-high % 4.1, MT stabilize HCS cytotoxicity % 14 and Autophagy mod cell loss 18 h 7.
For COc1ccc(Nc2cc(C)nc3nc(C)nn23)cc1Cl the results were Yfh1-off respiration inactive, Dynein transport 0.38, Autophagy mod inactive, NOD2 inhibition -17%, Ins promoter up 1.2, MT stabilize HCS 2.1, WT yeast gro inh 1, WT yeast gro inh mutant strain 5, Dynein transport cytoplasmic EGFP 0.33, Dynein transport nuclear GR-EGFP 0.42, Dynein transport cell count 0.017, Ins promoter up cell count 990, MT stabilize HCS Hoechst-high % 2.5, MT stabilize HCS cytotoxicity % 3.9 and Autophagy mod cell loss 18 h 13.
`CCCn1c(SCC(=O)Nc2ccccc2N2CCCCC2)nc2c1c(=O)n(C)c(=O)n2C` gave Yfh1-off respiration inactive, Dynein transport -0.51, Autophagy mod inactive, NOD2 inhibition -30%, MT stabilize HCS 4.0, Hep lipid drop 6, WT yeast gro inh 2, WT yeast gro inh mutant strain -4, Dynein transport cytoplasmic EGFP -0.18, Dynein transport nuclear GR-EGFP 0.077, Dynein transport cell count -0.072, Hep lipid drop cells 6.5 µM 698, MT stabilize HCS Hoechst-high % 1.0, MT stabilize HCS cytotoxicity % 7.0 and Autophagy mod cell loss 18 h -3.
CCCCOc1ccc(NC(=O)CSCC(=O)OCC)cc1 was read as Yfh1-off respiration inactive, Dynein transport -0.87, Autophagy mod inactive, NOD2 inhibition -4%, Ins promoter up -0.55, MT stabilize HCS 6.8, b-catenin transl -6.2, WT yeast gro inh -28, WT yeast gro inh mutant strain -8, Dynein transport cytoplasmic EGFP -0.35, Dynein transport nuclear GR-EGFP -0.16, Dynein transport cell count 0.28, Ins promoter up cell count 1359, b-catenin transl cell count 5 µM 939, MT stabilize HCS Hoechst-high % 2.6, MT stabilize HCS cytotoxicity % 11 and Autophagy mod cell loss 18 h 7.
Screening C/C(CCC12CC3CC(CC(C3)C1)C2)=N\NC(N)=S returned Yfh1-off respiration inactive, Dynein transport -0.52, Autophagy mod active, NOD2 inhibition -56%, MT stabilize HCS 0.3, Hep lipid drop 6, WT yeast gro inh 78*, WT yeast gro inh mutant strain 77*, Dynein transport cytoplasmic EGFP -0.4, Dynein transport nuclear GR-EGFP -0.48, Dynein transport cell count 0.82, Hep lipid drop cells 6.5 µM 802, MT stabilize HCS Hoechst-high % 0.9, MT stabilize HCS cytotoxicity % 4.0 and Autophagy mod cell loss 18 h 13*.
CCC1(CC)Nc2ccccc2C(=O)N1c1ccc(NC(C)=O)cc1 was read as Yfh1-off respiration inactive, Dynein transport -0.36, Autophagy mod inactive, NOD2 inhibition -7%, Ins promoter up 0.73, MT stabilize HCS 2.0, b-catenin transl 2.1, WT yeast gro inh -2, WT yeast gro inh mutant strain -2, Dynein transport cytoplasmic EGFP 0.83, Dynein transport nuclear GR-EGFP 0.014, Dynein transport cell count 0.35, Ins promoter up cell count 1349, b-catenin transl cell count 5 µM 1183, MT stabilize HCS Hoechst-high % 2.2, MT stabilize HCS cytotoxicity % 8.1 and Autophagy mod cell loss 18 h 4.

Bioassay records as filed in PubChem.
